Assay outcomes deposited in PubChem BioAssay by several laboratories.
S1P4 antag – human S1P4 receptor antagonism; O95977; S1P4-expressing cells, antagonist mode, reporter read-out; inhibition, % at 4.98 µM; 0.26% of 220,000 active; AID 1510; in the data active means inhibition above about 29%;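 further: 0% = wells stimulated with agonist and 100% = vehicle wells without agonist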
Ba/F3 V617F tox – reduce viability of Ba/F3 cells dependent on JAK2V617F. Ba/F3 EpoR-JAK2V617F viability, ATP luminescence. inhibition, % at 5.6 µM. 1.1% of 220,000 active. AID 1446;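 active means inhibition above the campaign mean plus 3 SD over all tested compounds, cut at about 24% in these data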;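 further: cytokine-independent growth of Ba/F3 cells driven by EpoR plus mutant JAK2; 0% = DMSO-treated cells and 100% = JAK inhibitor I control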
BaF3 parental – reduces parental Ba/F3 cell viability, JAK2V617F counter-screen; CellTiter-Glo ATP luminescence; inhibition, % at 5.6 µM; AID 1486; 1.1% of 220,000 active;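 active means inhibition above a per-campaign cutoff, the mean inhibition of all tested compounds plus 3 SD, cut at about 27% in these data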;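 further: 0% = DMSO wells and 100% = JAK Inhibitor I control wells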
p47phox inh – inhibitors of human p47phox binding; p47phox/p22phox peptide binding, fluorescence polarization, 2 h; P14598; inhibition, % at 24.7 µM; AID 1274; 0.53% of 220,000 active;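 active means inhibition above about 30%, limit read from the data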;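 further: 0% = p47phox with labelled peptide and 100% = labelled peptide alone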
Target sequence (P14598 whole entry, looked up): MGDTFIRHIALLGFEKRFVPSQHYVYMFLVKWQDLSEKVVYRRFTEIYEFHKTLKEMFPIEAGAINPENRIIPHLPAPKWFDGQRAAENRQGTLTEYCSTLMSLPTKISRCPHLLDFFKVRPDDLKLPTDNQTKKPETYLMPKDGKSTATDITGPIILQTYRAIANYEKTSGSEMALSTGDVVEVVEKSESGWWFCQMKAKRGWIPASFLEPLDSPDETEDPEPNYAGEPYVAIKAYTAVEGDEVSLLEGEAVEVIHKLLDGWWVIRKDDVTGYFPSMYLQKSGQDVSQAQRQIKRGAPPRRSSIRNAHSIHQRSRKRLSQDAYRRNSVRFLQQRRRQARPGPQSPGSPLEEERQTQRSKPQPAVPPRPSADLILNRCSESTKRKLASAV
NPY1 pot ag – potentiates or activates human NPY-Y1 receptor; P25929; NPY-Y1 expressing cells, potentiator/agonist activation; activation, % at 3.6 µM; 0.37% of 220,000 active; AID 1304; in the data active means activation above about 33%, passing the limit was not always enough;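 further: cells stimulated with NPY at EC10 then isoproterenol at EC100; 0% = low agonist plus stimulus and 100% = saturating agonist plus stimulus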
Target sequence (P25929 whole entry, looked up): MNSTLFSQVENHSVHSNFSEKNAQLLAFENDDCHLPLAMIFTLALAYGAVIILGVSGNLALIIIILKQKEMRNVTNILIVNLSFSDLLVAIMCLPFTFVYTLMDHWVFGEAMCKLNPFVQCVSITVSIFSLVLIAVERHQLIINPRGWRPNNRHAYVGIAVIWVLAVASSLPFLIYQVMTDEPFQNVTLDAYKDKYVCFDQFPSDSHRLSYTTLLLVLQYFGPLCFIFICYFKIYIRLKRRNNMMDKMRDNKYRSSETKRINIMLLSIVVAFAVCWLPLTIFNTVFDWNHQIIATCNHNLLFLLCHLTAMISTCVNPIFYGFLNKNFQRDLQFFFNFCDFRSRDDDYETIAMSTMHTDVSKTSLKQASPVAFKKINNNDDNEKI
S1P4 agonist – activates the human S1P4 receptor; O95977; S1P4-expressing cell line, agonist reporter assay; activation, % at 4.98 µM; 0.35% of 220,000 active; in the data active means activation above about 11%;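 further: 0% = DMSO vehicle and 100% = reference agonist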
NPY Y1 blocker – blocks the human neuropeptide Y Y1 receptor | P25929 | HEK293-CNG Y1 cells, membrane potential fluorescence; NPY at EC95, then isoproterenol | inhibition, % at 3.6 µM | 1% of 200,000 active;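 active means inhibition above the campaign mean inhibition of all tested compounds plus 3 SD, cut at about 20% in these data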;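 further: 0% = DMSO wells given NPY plus isoproterenol and 100% = isoproterenol alone without NPY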
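Material: HEK293 cells with Y1 receptor plus CNG channel; times: compound incubation 1 h at room temperature, readout 45 min post-stimulation; signal: fluorescence, membrane potential probe; read-out basis: fluorescence ratio normalized to % inhibition between controls; benchmarks: full-block control isoproterenol-only wells, zero-block control NPY plus isoproterenol wells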
CHOP inhibitor – blocks CHOP induction under ER stress; inhibition, % at 10 µM; CHO-K1 CHOP-promoter luciferase, tunicamycin-induced, 15-18 h; 3.8% of 220,000 active;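 active means compounds that reduced the stress-induced luciferase reporter signal by more than about 70% of percent inhibition, limit read from the data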;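 further: 0% = tunicamycin plus vehicle and 100% = wells without tunicamycin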
NPY-Y2 PAM-ag – potentiates or activates human NPY-Y2 receptor; P49146; cells expressing NPY-Y2, potentiator/agonist read-out; AID 1359; activation, % at 3.6 µM; 0.45% of 220,000 active; in the data active means activation above about 27%;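 further: cells stimulated with NPY near EC25 plus isoproterenol at EC100; 0% = vehicle plus submaximal agonist and 100% = vehicle plus saturating agonist; some results beyond the cut were filed as inactive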
The depositor's hits bear a star; x = not tested or not shown.

SMILES | NPY1 pot ag | NPY-Y2 PAM-ag | NPY Y1 blocker | p47phox inh | Ba/F3 V617F tox | S1P4 agonist | S1P4 antag | BaF3 parental | CHOP inhibitor
COc1ccc(OC)c(N(CC(=O)N2CCCCC2)S(=O)(=O)c2ccc(OC)c(OC)c2)c1 | -2 | 5 | -1 | -4 | -3 | -2.0 | -4 | 1 | 9
COc1cc(C(=O)N(Cc2cccc(Cl)c2)C2CCS(=O)(=O)C2)cc(OC)c1OC (stereo not given) | -20 | 2 | 8 | -9 | -2 | -0.3 | -6 | 0 | 17
COc1cnc(-c2ccccc2)nc1Oc1ccccc1C | -8 | -11 | 14 | -4 | -6 | -1.4 | -3 | -1 | 14
O=C(Cc1ccc(Br)cc1)Nc1nc2ccccc2[nH]1 | -20 | -20 | x | -29 | -4 | 1.4 | 11 | -1 | 0
Cc1cccc(Nc2c(F)c(F)c(F)c(F)c2C(=O)O)c1 | -1 | -11 | 7 | -7 | 3 | 1.0 | -7 | 10 | 13
CCCN(CCC)C(=O)C1CCCN1S(=O)(=O)c1cccc2nsnc12 (stereo not given) | -8 | -6 | x | 5 | 0 | 0.4 | -6 | 0 | 0
Cc1ncc(CN2CCN(C3CCCC3)C(CCO)C2)s1 (stereo not given) | 14 | -2 | 5 | 4 | -2 | 2.5 | -10 | 5 | 23
COc1cc2nc(SCC(=O)NCCc3ccccc3)n(Cc3ccco3)c(=O)c2cc1OC | 11 | 9 | 0 | 5 | -1 | -0.2 | -15 | 7 | 4

An excerpt of these results, field by field.
SMILES: Cc1cccc(Nc2c(F)c(F)c(F)c(F)c2C(=O)O)c1
  NPY1 pot ag = -1; NPY-Y2 PAM-ag = -11; NPY Y1 blocker = 7; p47phox inh = -7; Ba/F3 V617F tox = 3; S1P4 agonist = 1.0; S1P4 antag = -7; BaF3 parental = 10; CHOP inhibitor = 13
SMILES: O=C(Cc1ccc(Br)cc1)Nc1nc2ccccc2[nH]1
  NPY1 pot ag = -20; NPY-Y2 PAM-ag = -20; NPY Y1 blocker = x; p47phox inh = -29; Ba/F3 V617F tox = -4; S1P4 agonist = 1.4; S1P4 antag = 11; BaF3 parental = -1; CHOP inhibitor = 0

(more compounds)
SMILES | NPY1 pot ag | NPY-Y2 PAM-ag | NPY Y1 blocker | p47phox inh | Ba/F3 V617F tox | S1P4 agonist | S1P4 antag | BaF3 parental | CHOP inhibitor
CCOc1ccc(N2C(=O)CN(C)C2=S)cc1 | 1 | 4 | 4 | 7 | 0 | 0.2 | -17 | 0 | 9
CC(C)C(=O)NNC(=O)c1csc(-c2cccs2)n1 | 7 | -1 | x | -16 | -6 | 0.3 | 4 | 6 | 6
CCCN(CCC)S(=O)(=O)c1ccc2c(c1)CCCN2C(C)=O | -5 | -1 | 4 | 12 | 2 | 0.9 | -8 | 3 | -42
CC(C)(C)NC(=O)CN(Cc1cccs1)C(=O)CN1C(=O)C(=O)c2ccccc21 | -5 | -4 | -2 | 4 | 4 | -1.6 | -7 | -1 | -14
CCN(CCCNC(=O)CCn1c(=O)[nH]c2ccsc2c1=O)c1ccccc1 | 5 | -8 | 3 | 2 | 0 | 2.5 | 2 | 6 | 10
C=CCn1c(Cc2cccs2)nnc1SCC(=O)NCc1ccco1 | 11 | -1 | 5 | -16 | -2 | -0.2 | -9 | 4 | 6
CCc1ccc(N2CC(C(=O)Nc3cc(C)ccc3F)CC2=O)cc1 (stereo not given) | -27 | -22 | 18 | 2 | 1 | 1.0 | -9 | -1 | 8
Clc1ccc(-n2c(SC/C=C/c3ccccc3)nnc2-c2cccnc2)cc1 | -43 | -17 | 23* | -23 | 0 | -1.1 | 13 | 1 | 56
COCc1[nH]nc2c1C(c1c(F)cccc1Cl)C(C#N)=C(N)O2 (stereo not given) | 11 | 1 | 0 | 7 | -4 | 1.7 | 0 | -2 | 19
N#Cc1ccc(OCc2noc(-c3ccsc3)n2)cc1 | 0 | -1 | x | -1 | 1 | -0.7 | -5 | 1 | 5
O=C(c1ccccc1)n1nnc2ccccc21 | 23 | 7 | 1 | -9 | -4 | -3.1 | 14 | -2 | -15
COc1ccc(CCC(C)NC2C3CC4CC(C3)CC2C4)cc1 (stereo not given) | 20 | 25 | 11 | -9 | -1 | 0.2 | -19 | 1 | 6
c1csc(C2=NNC(=NC3CCCCC3)SC2)c1 | -4 | 18 | 4 | -21 | -6 | 1.9 | -6 | 3 | -25
CCCC(C)C(=O)Nc1nc(C)c(-c2csc(Nc3cc(OC)ccc3OC)n2)s1 (stereo not given) | 19 | 7 | 4 | -19 | 4 | 1.3 | 3 | 6 | 53
O=C(NCCN1CCCC1)c1ccc2c(c1)N(Cc1ccc(F)cc1)C(=O)c1ccccc1S2=O (stereo not given) | -1 | 3 | 3 | -10 | 1 | -1.7 | 6 | 3 | 34
CCOC(=O)NNC(=S)Nc1c(C)n(C)n(-c2ccccc2)c1=O | -15 | -9 | x | -11 | -1 | 0.0 | -7 | -3 | 9
O=C(NCCCN1CCOCC1)c1ccc(S(=O)(=O)N2CCOCC2)cc1 | 7 | 0 | 4 | 5 | -2 | -0.6 | -19 | 6 | -11
CCN(CC)C(=O)c1ccc(N)cc1 | 8 | -3 | 2 | 12 | 0 | 1.9 | -12 | 7 | -15
FCCCOc1ccc(CN2CCN(c3ccccc3F)CC2)cc1 | -23 | -8 | 5 | 2 | 0 | -0.6 | -8 | 3 | 2
Cc1cc(N2CCCC2)nc(SCC(=O)c2ccccc2)n1 | 1 | 4 | 6 | 5 | -3 | 0.1 | -11 | 4 | -23
CSCCC(NC(=O)c1ccc(Cl)cc1)C(=O)O (stereo not given) | 0 | 12 | 4 | x | -2 | 0.2 | 6 | 4 | 32
O=C(NC(=S)N(Cc1ccccc1)c1ccccn1)C1CCCCC1 | 21 | 10 | 1 | -12 | 0 | -1.9 | -5 | 6 | 0
O=c1[nH]oc(O)c1-c1ncc(C(F)(F)F)cc1Cl | 8 | -4 | 1 | -3 | -2 | -1.5 | -8 | 5 | 8
O=C(c1cccnc1)N1CCN(C(=O)c2cccs2)CC1 | 3 | 5 | -9 | -8 | -4 | 0.1 | -8 | 0 | 22
COc1c(/C=N/NC(=O)c2ccccc2O)c(CCN(C)C(C)=O)cc2c1OCO2 | -4 | 1 | 4 | -7 | 3 | 0.0 | -5 | 7 | 6
CCOC(=O)c1c(-c2ccccc2)oc2ccc(O)c(CN(C)C)c12 | -49 | -35 | 22* | -6 | 4 | 2.4 | 4 | 8 | 15
O=C(Nc1ccc2nc(-c3cccnc3)[nH]c2c1)c1ccco1 | 7 | 12 | -1 | 4 | -3 | -0.3 | 4 | -1 | -9
O=C1CC(N2CCN(c3ccccc3Cl)CC2)C(=O)N1c1ccccc1 (stereo not given) | 10 | -12 | 3 | -1 | 0 | 2.1 | -15 | 4 | 14
COc1cc(OC)cc(C(=O)Nc2cc(NC(=O)c3ccco3)ccc2OC)c1 | 4 | 3 | -4 | -5 | -1 | -0.4 | 5 | 10 | 56
Cc1ccc(C(=O)N/C(=C/c2ccc(Cl)cc2)C(=O)Nc2cccc(C(=O)O)c2)cc1 | 11 | 2 | 3 | -3 | -1 | -1.9 | -6 | 4 | 37
Cn1c(CCNC(=O)c2ccco2)nc2cc(NC(=O)C3CCCCC3)ccc21 | 11 | -1 | 2 | -8 | 0 | 1.3 | 6 | 4 | 15
Oc1c(C(Nc2ccccn2)c2ccccn2)ccc2cccnc12 (stereo not given) | 1 | 6 | 3 | -3 | 3 | 2.0 | -9 | 6 | 66
Cc1ccc(S(=O)(=O)NCCSC(C)(C)C)cc1 | 4 | 10 | -1 | 5 | -3 | 1.6 | -3 | 0 | 29
FC(F)(F)c1cccc(NC(=S)NNC(=S)Nc2cccc(C(F)(F)F)c2)c1 | 34 | 54* | x | -11 | 4 | 0.8 | -11 | 0 | -6
C=CCn1c(SCC(=O)N2CCCC2)nc2scc(-c3cccs3)c2c1=O | 3 | 1 | 1 | -6 | -3 | 0.2 | -24 | 4 | 6
Cc1c(C(=O)NCCN2CCOCC2)oc2ccc(S(=O)(=O)N3CCCCCC3)cc12 | 1 | 2 | -2 | -3 | -1 | -0.1 | -6 | 4 | 34
Cc1c(C(=O)Oc2cccc3cccnc23)cccc1[N+](=O)[O-] | -18 | 3 | -1 | -22 | 1 | 0.9 | -4 | 9 | 66
Cc1ccc2nc(C)c(C(=O)N/N=C/c3cccs3)cc2c1 | 8 | 1 | 11 | -11 | 0 | 0.8 | -7 | 6 | -5
O=C1OC(Nc2nc3ccccc3s2)c2ccccc21 (stereo not given) | -5 | -9 | -3 | -9 | -3 | 0.6 | -6 | 2 | 2
C=CCN1CCN(C(c2ccccc2OC)c2nnnn2C(C)(C)C)CC1 (stereo not given) | 15 | 6 | 4 | 1 | -1 | -0.2 | -9 | 6 | 3
Cn1cc(C(=O)NCN2CCCCC2)c2ccccc21 | -7 | 7 | 8 | -7 | -2 | -3.0 | 10 | 4 | -17
COc1cc(N=c2oc3c(C)ncc(CO)c3cc2C(N)=O)cc(OC)c1OC | 19 | 23 | -3 | -2 | 0 | -1.0 | -11 | 8 | -5
CCN(CC)C(=O)CSc1nc(O)c(Cc2ccccc2)c(=O)n1-c1ccccc1 | -1 | -11 | -2 | -8 | 1 | -1.0 | 15 | -2 | 22
O=C(O)CCSCc1ccccc1F | -16 | -16 | -2 | -5 | -1 | -0.8 | -11 | 7 | -15
Oc1ccccc1/C=N/Nc1cccc2cccnc12 | 17 | 16 | -2 | -12 | -5 | -0.7 | -6 | 4 | 10
CSc1nnc(-c2ccncc2)n1CCCN1CCCC1=O | -12 | -1 | 3 | x | -1 | -0.8 | -1 | 1 | x
Cc1ccc(S(=O)(=O)n2nc(-c3ccc(Cl)cc3)nc2NCc2ccco2)cc1 | -15 | 1 | 5 | -23 | 1 | 3.8 | -13 | 2 | 10
Cc1oc(/N=C/c2cccc3ccccc23)c(C#N)c1C | -6 | -6 | -4 | -2 | -1 | 0.5 | -2 | 10 | -15
COc1ccc(C(=O)N2CC3(CC(c4cccc([N+](=O)[O-])c4)=NO3)C[C@H]2C(=O)NCC(N)=O)cc1 (stereo not given in full) | -8 | -7 | 0 | -1 | 1 | 0.2 | 8 | 3 | 23
COc1cccc(Oc2cn[nH]c2-c2ccc(O)cc2O)c1 | -22 | 15 | 153* | -20 | 4 | 0.9 | -10 | 6 | x
C1CNCCOCCNCCN1 | 4 | -11 | -7 | -14 | -1 | 2.5 | -18 | 7 | 4
Cc1cc(=O)oc2cc(OCc3ccc(C(=O)N4CCN(c5ccc([N+](=O)[O-])cc5)CC4)cc3)ccc12 | -4 | 8 | 2 | -21 | -4 | -0.2 | -9 | 3 | -5
Cc1cccc(N2C(=O)CC(N(C(=O)c3ccco3)c3cccc(C)c3)C2=O)c1 (stereo not given) | -4 | -6 | -3 | -4 | -1 | 0.2 | -20 | 2 | 48
Cc1ccccc1CSCC(=O)Nc1c(C)n(C)n(-c2ccccc2)c1=O | -6 | 8 | 6 | -8 | 4 | -3.1 | -7 | 9 | 3
O=S(=O)(c1cc(Cl)cc(Cl)c1)N1CCCC1c1nc2ccccc2s1 (stereo not given) | -9 | 4 | 4 | -4 | -3 | 0.2 | -11 | 4 | 70*
CC12CCC(C(=O)Nc3cccc(Cl)c3)(C(Br)C1=O)C2(C)C (stereo not given) | 9 | 19 | -6 | 0 | -3 | 0.1 | 7 | 6 | 18
O=C(CN1C(=O)COc2ccccc21)N1CCN(c2ccccc2F)CC1 | -1 | 3 | -3 | -3 | -3 | -1.4 | -12 | 5 | 36
